Screens: PubChem, The Scripps Research Institute Molecular Screening Center
IDE act: IDE (human) activation, cell-based. P14735. activation, % at 5.96 µM. AID 493087. 340,000 compounds, 0.073% hits. HEK cells, FAbeta-B cleavage, fluorescence polarization; 0% vehicle, 100% cell-free pure enzyme wells;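 active = activation above the mean of all tested compounds plus 3 SD, set per screening campaign, cut at about 17% in these data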
Target sequence (P14735 whole entry, looked up): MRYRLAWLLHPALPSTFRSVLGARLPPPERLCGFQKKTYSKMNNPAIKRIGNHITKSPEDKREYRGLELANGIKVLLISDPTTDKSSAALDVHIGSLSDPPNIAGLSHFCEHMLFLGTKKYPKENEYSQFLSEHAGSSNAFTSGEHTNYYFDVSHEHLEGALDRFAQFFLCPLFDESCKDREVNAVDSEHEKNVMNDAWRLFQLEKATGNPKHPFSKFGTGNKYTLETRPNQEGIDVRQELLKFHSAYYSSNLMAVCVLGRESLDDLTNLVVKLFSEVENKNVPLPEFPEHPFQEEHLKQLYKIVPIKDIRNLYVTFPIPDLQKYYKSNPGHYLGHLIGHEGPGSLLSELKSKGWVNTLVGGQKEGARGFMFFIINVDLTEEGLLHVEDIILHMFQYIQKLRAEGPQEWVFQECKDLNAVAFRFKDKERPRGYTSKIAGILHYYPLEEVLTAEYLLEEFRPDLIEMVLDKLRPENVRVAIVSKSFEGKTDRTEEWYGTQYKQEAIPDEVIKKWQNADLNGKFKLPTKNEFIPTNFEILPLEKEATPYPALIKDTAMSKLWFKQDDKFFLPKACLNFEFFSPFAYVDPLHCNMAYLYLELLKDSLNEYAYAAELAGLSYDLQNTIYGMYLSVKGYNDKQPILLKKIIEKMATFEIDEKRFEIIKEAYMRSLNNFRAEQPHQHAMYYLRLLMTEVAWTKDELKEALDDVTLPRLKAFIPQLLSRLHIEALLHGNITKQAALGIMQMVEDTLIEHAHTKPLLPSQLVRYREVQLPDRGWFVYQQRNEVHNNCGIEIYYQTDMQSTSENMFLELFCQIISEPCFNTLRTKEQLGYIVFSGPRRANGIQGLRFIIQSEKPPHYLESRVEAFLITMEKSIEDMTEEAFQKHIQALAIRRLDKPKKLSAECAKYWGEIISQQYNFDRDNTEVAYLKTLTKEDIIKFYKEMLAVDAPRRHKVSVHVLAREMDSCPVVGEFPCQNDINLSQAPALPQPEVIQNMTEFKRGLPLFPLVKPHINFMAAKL
Active calls of the source: *. Some of the compounds tested, so the mix of outcomes need not match the whole.

Cc1ccc(S(=O)(=O)N2CCOCC2)cc1C(=O)Nc1ccc2c(c1)OCCO2
  IDE act: 5

CC(C)CN(C(=O)Cn1c(C(F)(F)F)nc2ccccc21)C1CCS(=O)(=O)C1 (configuration not stated)
  IDE act: 2

COc1ccc(CCNC(=O)c2ccc3c(=O)n4c(nc3c2)CCC4)cc1OC
  IDE act: 0

Cc1onc(-c2ccccc2)c1-c1nnc(COC(=O)c2ccc(O)cc2)o1
  IDE act: -3

CC(=NNC(=S)N1CC2CCC(CC2)C1)c1cccc(C)n1
  IDE act: -20

COc1ccccc1C(=O)OCc1cc(=O)n2ccsc2n1
  IDE act: -3

Cc1cc(C)c(S(=O)(=O)N2CCCCC2CCNC(=O)C(=O)NCC2CCCO2)c(C)c1 (configuration not stated)
  IDE act: 3

C[C@H](CO)N1C[C@H](C)[C@@H](CN(C)S(C)(=O)=O)Oc2ccc(NC(=O)Nc3ccc4c(c3)OCO4)cc2C1=O
  IDE act: -3

CCN(CC(=O)Nc1c(F)cccc1F)C(=O)c1ccc(N2CCCC2)c([N+](=O)[O-])c1
  IDE act: 2

O=C(Nc1ccc(Cl)cc1)C1(S(=O)(=O)c2ccccc2)CC1
  IDE act: 6

O=[N+]([O-])c1ccc(NN=Cc2cc(Br)ccc2O)nc1
  IDE act: 8

COc1cnn(-c2cccc(Cl)c2)c(=O)c1Cl
  IDE act: 2

Cc1onc(-c2ccccc2Cl)c1C(=O)OCC(=O)N1CCC(C)CC1
  IDE act: 4

COc1cc(C=NNc2nc3c([nH]2)c(=O)n(C)c(=O)n3C)ccc1O
  IDE act: 3

CCN(CC)c1ccc(S(=O)(=O)N2CCOCC2)cc1NC(=O)COC(=O)c1ccco1
  IDE act: 3

CCCn1nc(C(=O)NNC(=O)c2ccc(OC(F)F)cc2)c2ccccc2c1=O
  IDE act: 1

Cc1ccc(S(=O)(=O)Nc2cccc(C(=O)NCCCN3CCCC3=O)c2)cc1F
  IDE act: -2

COc1cccc(NC(=O)CN(C)C(=O)CCCc2nc3ccccc3s2)c1
  IDE act: 7

C=CCOc1ccc(/C=C/C(=O)OCC(=O)N2CCN(C(C)=O)CC2)cc1
  IDE act: 6

O=C(Nc1ccc(Oc2ccc(Br)cc2)cc1)C1=CC=CN2CCS(=O)(=O)N=C12
  IDE act: 4

Reformatted with tabs: entries from further up.
compound	IDE act
CC(=NNC(=S)N1CC2CCC(CC2)C1)c1cccc(C)n1	-20
COc1ccccc1C(=O)OCc1cc(=O)n2ccsc2n1	-3
Cc1cc(C)c(S(=O)(=O)N2CCCCC2CCNC(=O)C(=O)NCC2CCCO2)c(C)c1 (configuration not stated)	3
C[C@H](CO)N1C[C@H](C)[C@@H](CN(C)S(C)(=O)=O)Oc2ccc(NC(=O)Nc3ccc4c(c3)OCO4)cc2C1=O	-3
CCN(CC(=O)Nc1c(F)cccc1F)C(=O)c1ccc(N2CCCC2)c([N+](=O)[O-])c1	2

(listing goes on)
Cc1ccc(S(=O)(=O)NCCN2CCN(S(=O)(=O)c3ccccc3Cl)CC2)cc1
  IDE act: 2

CC12CCC(O)CC1=CCC1C2CCC2(C)C(c3ccn[nH]3)CCC12 (configuration not stated)
  IDE act: -4

C[C@H]1CN=C(N(C)C)N1CCC1CCCCC1
  IDE act: 2

Nc1nc(SCc2ccccc2)c2ncn(C3OC(CO)C(O)C3O)c2n1 (configuration not stated)
  IDE act: -5

CC1(NC(=O)Cn2cc(C(F)(F)F)ccc2=O)CCS(=O)(=O)C1 (configuration not stated)
  IDE act: 6

Cc1cc2nccnc2cc1C
  IDE act: 4

CCOC(=O)CC(=O)Nc1ncnc2c1C(c1ccccc1)c1c(ccc3ccccc13)O2 (configuration not stated)
  IDE act: -3

Cc1cccc2sc(N(CCN(C)C)C(=O)C3CCN(S(=O)(=O)c4cccs4)CC3)nc12
  IDE act: 6

O=C(CSc1nc(=O)n2ccccc2n1)N1N=C(c2cccs2)CC1c1ccc(F)cc1 (configuration not stated)
  IDE act: -4

C=CCn1c(SCC(=O)c2ccc(O)c(O)c2)nnc1-c1cccc(C)c1
  IDE act: -3

O=C(Nc1ccc(OC(F)F)cc1)c1cc(S(=O)(=O)N2CCCCC2)ccc1N1CCOCC1
  IDE act: 7

COc1ccc(NS(=O)(=O)c2cccc(C(=O)NN=Cc3cc(Br)c(O)c(Br)c3)c2)cc1
  IDE act: 5

CC(=O)OC1CCC2(C)C(CCC3C2CC(=O)C2(C)C3CC(C(C(C)=O)C(C)=O)C2C(C)=O)C1 (configuration not stated)
  IDE act: -3

CC1CCN(C(C)C(=O)Nc2ccc(S(=O)(=O)N3CCCC3)cc2)CC1 (configuration not stated)
  IDE act: -1

COc1ccc(OC)c(C(=O)c2coc3cc(Br)c(O)c(Br)c23)c1
  IDE act: 5

Cc1ccccc1NC(=O)COC(=O)c1cccc(S(=O)(=O)N2CCCCC2)c1
  IDE act: 4

COc1ccc(C(=O)OCCc2cc3ccccc3c(=O)o2)cc1
  IDE act: 0

CC(C)C1CC(C(=O)Nc2ccccc2)C(=O)O1 (configuration not stated)
  IDE act: 3

Cc1noc(C)c1COc1ccccc1C(=O)NCCc1ccc(F)cc1
  IDE act: 5

Cc1ccccc1NC(=O)CON=C(N)c1ccccc1
  IDE act: 1

O=C(CCOc1ccccc1)Nc1ccc(Cl)c(S(=O)(=O)N2CCOCC2)c1
  IDE act: 8

CCCn1nc(C(=O)Nc2nc(-c3ccccn3)cs2)c2ccccc2c1=O
  IDE act: 14

Cc1cc(C)c(C)c(S(=O)(=O)N2CCN(C(=O)c3cc(S(=O)(=O)N4CCOCC4)ccc3F)CC2)c1C
  IDE act: -1

CC(C)C(NC(=O)c1ccccc1F)C(=O)NCc1ccc(S(=O)(=O)N2CCOCC2)cc1 (configuration not stated)
  IDE act: 3

CC1(C2CC2)NC(=O)N(CC(=O)Nc2ccc(Cl)c([N+](=O)[O-])c2)C1=O (configuration not stated)
  IDE act: 2

CCOc1ccc(S(=O)(=O)N2CCN(C(=O)c3ccc(C)c(S(=O)(=O)N4CCOCC4)c3)CC2)cc1
  IDE act: -4

COc1ccccc1C=NNc1nc(C)cc(=O)[nH]1
  IDE act: 5

COc1ccccc1NC(=O)COc1cccnc1[N+](=O)[O-]
  IDE act: 3

CC(OC(=O)c1ccc2ccccc2c1)C(=O)N(C)Cc1ccccc1 (configuration not stated)
  IDE act: 3

O=C(NCCCCCCCCNC(=O)c1cccc2ccccc12)c1cccc2ccccc12
  IDE act: 6

CCOc1ccc(S(=O)(=O)NCCC(=O)N2CCN(Cc3ccccc3)CC2)cc1
  IDE act: -1

Cc1cc(C)c(OCC(=O)OCC(=O)NCc2cccs2)c(C)c1
  IDE act: 3

O=C(/C=C/c1cccc([N+](=O)[O-])c1)OCC(=O)N1CCOCC1
  IDE act: 1

Cc1cccc(N2CCN(C(=O)CCc3nc4ccccc4c(=O)[nH]3)CC2)c1C
  IDE act: -1

Cc1ccc(NC(=O)CN(C)C(=O)CSc2nnc(N)s2)cc1
  IDE act: 2

CCCCN1C(=O)c2ccc(C(=O)OCC(=O)N3CCN(c4ccccc4)CC3)cc2C1=O
  IDE act: 0

CCOc1ccccc1NC(=O)c1cc(-c2ccccn2)nc2ccccc12
  IDE act: 0

CCc1ccccc1N=Cc1c(C)c(C#N)c2[nH]c3ccccc3n2c1=O
  IDE act: -3

c1ccc(SSc2ccccn2)nc1
  IDE act: -9

CC1CCCCC1NC(=O)COc1ccc(C#N)cc1 (configuration not stated)
  IDE act: 6

O=C(CNC(=O)c1ccc2ccccc2c1)NC1CCCCC1
  IDE act: 4

O=C(CCCOc1ccc(Br)cc1)NNC(=O)c1ccncc1
  IDE act: 1

Cc1ccc(S(=O)(=O)N2[C@@H](c3ccc(C(C)(C)C)cc3)C(C(=O)O)=CC[C@H]2c2ccc(Cl)c(Cl)c2)cc1
  IDE act: 5

COc1cccc(NC(=O)CN(C)C(=O)c2cc(-c3ccco3)nc3ccccc23)c1
  IDE act: 0

NS(=O)(=O)c1ccc(CNC(=O)c2ccc(Cl)c(S(=O)(=O)NCc3ccccc3)c2)cc1
  IDE act: -6

Cc1cc(C(=O)COC(=O)c2ccc(O)cc2)c(C)n1CC(F)(F)F
  IDE act: 5

CN(Cc1cccs1)C(=O)CN1CCN(S(=O)(=O)c2ccc3c(c2)OCCCO3)CC1
  IDE act: -1

COc1ccc(CC(=O)Nc2ccc(S(=O)(=O)N3CCC(C)CC3)cc2)c(OC)c1
  IDE act: 4

COc1cc(C(=O)Nc2cc(S(=O)(=O)N3CCOCC3)ccc2N2CCOCC2)ccc1OC(F)F
  IDE act: 0

Cc1noc(C)c1CSCC(=O)Oc1ccc(N(C)S(=O)(=O)c2ccccc2)cc1
  IDE act: -5

O=C(COc1ccc(Br)cc1F)Nc1nnc(C2CC2)s1
  IDE act: 1

Cc1ccc(CONC(=O)c2ccc(C)cc2)cc1
  IDE act: 1

CCC(C)N(C(=O)COC(=O)COc1c(C)cc(C)cc1C)C1CCS(=O)(=O)C1 (configuration not stated)
  IDE act: 5

COc1ccc(NC(=O)Nc2ccc3c(c2)C(=O)N([C@H](C)CO)C[C@H](C)[C@@H](CN(C)S(=O)(=O)c2ccc(F)cc2)O3)cc1
  IDE act: 7

Cc1nnc(NC(=O)CCC(=O)N2CCN(S(=O)(=O)c3cc([N+](=O)[O-])ccc3C)CC2)s1
  IDE act: -3

CCN(CC(=O)Nc1ccc(NC(C)=O)cc1)S(=O)(=O)/C=C/c1ccccc1
  IDE act: 3

Cc1nc(N)nc(Cl)c1CCC1OCCO1
  IDE act: 4

CC(=O)c1ccc(N2C(=O)CC(N3CCN(S(=O)(=O)c4ccc(C)c(C)c4)CC3)C2=O)cc1 (configuration not stated)
  IDE act: 3

Cc1ccc(CN2CC(C(=O)NCCC3=CCCCC3)CC2=O)cc1 (configuration not stated)
  IDE act: 4

O=C(NCCc1ccccc1)C1CCN(C(=O)Nc2ccccc2)CC1
  IDE act: 2

O=C1C[C@@H]2CCN3C(=O)CCC[C@@H]([C@H]23)[C@@H]1Cc1ccccc1
  IDE act: -15

COc1ccc(CNC(=O)c2cccc(S(=O)(=O)N3CCCCC3)c2)cc1OC
  IDE act: 2

O=C1CC(C(=O)N2CCN(c3ccccc3Cl)CC2)CN1Cc1ccccc1 (configuration not stated)
  IDE act: 2

Nc1c(C(=O)CSc2nc(-c3ccccc3)cs2)c(=O)[nH]c(=O)n1C1CC1
  IDE act: 2

COc1ccc(OCCOc2ccc(N(C)S(=O)(=O)c3ccccc3)cc2)cc1
  IDE act: 2

Cn1[nH]cc(C=NC(N)=O)c1=O
  IDE act: -2

CCOc1ccc(Nc2nc3ccccc3n2C)cc1
  IDE act: 6

Cc1ccc(C(=O)N2CCCCC2C(=O)O)cc1S(=O)(=O)N1CCCCC1 (configuration not stated)
  IDE act: 1

O=C(COC(=O)/C=C/c1ccc(OC(F)F)cc1)NC1CCCCCCC1
  IDE act: -1

Cc1ccc(Nc2ncc3c(=O)[nH][nH]c(=O)c3n2)cc1
  IDE act: 6

O=C(Nc1ccc(OC(F)F)cc1)c1cc(S(=O)(=O)N2CCOCC2)ccc1N1CCCC1
  IDE act: 2

CC(=NNC(=O)c1ccncc1)c1cccc(Br)c1
  IDE act: -2

CC(=O)N(Cc1ccccc1)C1CC(=O)N(Cc2ccccc2)C1=O (configuration not stated)
  IDE act: 1

O=C(NCCC(=O)N1CCN(c2ccccn2)CC1)c1ccc([N+](=O)[O-])cc1
  IDE act: 3

CCCOc1c(Br)cc(C(=O)OCC(=O)NC(=O)c2cccn2C)cc1OC
  IDE act: 2

C=C1C(=O)OC2C1CCC(C)=C1C(=O)C3OC3(C)C12 (configuration not stated)
  IDE act: 1

CCOCCn1ccc2c(OCC(=O)NCCc3ccc(OC)c(OC)c3)cccc2c1=O
  IDE act: 4

Nc1cc2c(cc1Br)-c1ccc(F)cc1C2=O
  IDE act: -3

Nc1nc(-c2ccccc2)c(CCCOc2ccc([N+](=O)[O-])cc2)c(=O)[nH]1
  IDE act: 3

CSCCC(NS(=O)(=O)c1ccccc1)C(=O)OCc1cc(=O)oc2cc(O)ccc12 (configuration not stated)
  IDE act: 1

Cc1ccc(S(=O)(=O)N(C)c2ccc(OCC(=O)OCc3nnc(-c4ccccc4)o3)cc2)cc1
  IDE act: 4

CCc1ccc(C(=O)NNC(=O)CC2OC(=O)c3ccccc32)cc1 (configuration not stated)
  IDE act: 0

CN(C(=O)c1cn2ccccc2n1)c1c(N)n(Cc2ccccc2)c(=O)[nH]c1=O
  IDE act: 1

O=[N+]([O-])c1ccc(Cl)c(S(=O)(=O)NC2=NCCC2)c1
  IDE act: 4

CCOc1ccc(NC(=O)CN2C(=O)NC(C)(c3ccc4c(c3)OCCCO4)C2=O)cc1OCC (configuration not stated)
  IDE act: 5

Cn1nnnc1Sc1ncnc2scc(-c3ccc([N+](=O)[O-])cc3)c12
  IDE act: 0

Cc1cccc(C(C)C)c1NC(=O)C(C)OC(=O)Cc1n[nH]c(=O)c2ccccc12 (configuration not stated)
  IDE act: 3

CCC(C(=O)OCC(=O)N1CCN(c2ccc(OC)cc2)CC1)c1ccccc1 (configuration not stated)
  IDE act: 1

COCCn1c(C)cc(/C=N/NC(=O)c2cc3ccccc3cc2O)c1C
  IDE act: 1

CCc1ccc(NC(=O)C(C)OC(=O)CCN2C(=O)C3CC=CCC3C2=O)cc1 (configuration not stated)
  IDE act: 4

O=C(Cc1n[nH]c(=O)c2ccccc12)OCC(=O)c1ccccc1Cl
  IDE act: -5

COc1ccc(C)cc1NC(=O)CN1CCN(S(=O)(=O)c2ccc3ccccc3c2)CC1
  IDE act: 0

CCN(C(=O)CN1C(=O)CN(C)C1=O)c1cccc2ccccc12
  IDE act: 3

COc1cccc(C2=CC(=O)C[C@H](c3ccc(Cl)cc3)C2)c1OC
  IDE act: -3

Brc1cccc(CNn2cnnc2)c1
  IDE act: 8

CN(CC(=O)Nc1ccc(F)cc1)C(=O)COC(=O)c1ccccc1
  IDE act: 8

CN(C(=O)c1ccc(Br)cc1)C1CCS(=O)(=O)C1 (configuration not stated)
  IDE act: 6

NS(=O)(=O)c1ccc(CNC(=O)c2cccc(S(=O)(=O)N3CCc4ccccc43)c2)cc1
  IDE act: 8

COc1cc(C#Cc2ccc3cc(CCCO)oc(=O)c3c2)cc(OC)c1
  IDE act: 2

CCOC(=O)[C@H]1[C@H]2COc3ccc(Cl)cc3[C@@H]2N2C(=O)c3cc(C)ccc3NC(=O)[C@@]12C
  IDE act: -3

COc1ccc2sc(-c3ccc(S(C)(=O)=O)cc3)c(-c3ccc4c(c3)OCCO4)c2c1
  IDE act: -2

COC(=O)c1ccc(OCC(=O)NCCC2=CCCCC2)c(OC)c1
  IDE act: 2
